Compound activity deposited in PubChem by several laboratories.
CendR NRP1 mod = modulators of CendR peptide binding to NRP-1, primary screen, biochemical, fluorescence polarization, uHTS. Neuropilin-1 (Homo sapiens), O14786. inhibition, % at 25 µM. AID 602438, 2012. FAM-RPARPAR peptide binding to NRP-1. 0.85% of 360,000 active;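 active = inhibition or corrected inhibition above about 18%, plus a signal ratio from 0.5 to 1.5, limit read from the data, passing the limit was not always enough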; note: strong numbers were not always called active
MsrA act = bovine MsrA enzyme activators, primary screen, biochemical, absorbance, HTS | purified bovine MsrA, absorbance read-out | AID 602163, 2012 | activation, % at 10.6 µM | 0.3% of 360,000 active; in the data active = activation above about 7.5%;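 note: 0% = vehicle and 100% = reference activator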
MT1-MMP act inh = blockers of MT1-MMP proenzyme processing, primary screen, HT1080 RFP-PRO-GFP cells, GFP/RFP fluorescence | 0.061% of 360,000 active | Matrix metalloproteinase-14 (Homo sapiens), P50281 | AID 651647, 2012 | GFP/RFP ratio change, % at 20 µM | GFP/RFP ratio fluorescence, overnight; percent of plate control window, DMSO zero;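 active = GFP/RFP ratio change of at least 30% with cell ATP level not reduced by more than half and red fluorescence within 50% of control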; note: strong numbers were not always called active
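Material: RFP-PRO-GFP reporter HT1080 cells. Dosing: single-point 20 µM compound, 1% DMSO. Controls: DMSO and RFP-L50D-GFP cell wells. Timing: cells overnight before dosing, compound overnight, 37 °C, 5% CO2. Measure: GFP/RFP fluorescence ratio.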
Rin1-Abl PPI inh = inhibitors of Rin1-Abl protein binding, primary screen, biochemical, TR-FRET. Tyrosine-protein kinase ABL1 (Homo sapiens) + Ras and Rab interactor 1 (Homo sapiens), …. inhibition, % at 7.35 µM. 0.4% of 360,000 active. AID 588664, 2011; in the data active = inhibition above about 5%, passing the limit was not always enough
Target sequence (P00519 whole entry, looked up): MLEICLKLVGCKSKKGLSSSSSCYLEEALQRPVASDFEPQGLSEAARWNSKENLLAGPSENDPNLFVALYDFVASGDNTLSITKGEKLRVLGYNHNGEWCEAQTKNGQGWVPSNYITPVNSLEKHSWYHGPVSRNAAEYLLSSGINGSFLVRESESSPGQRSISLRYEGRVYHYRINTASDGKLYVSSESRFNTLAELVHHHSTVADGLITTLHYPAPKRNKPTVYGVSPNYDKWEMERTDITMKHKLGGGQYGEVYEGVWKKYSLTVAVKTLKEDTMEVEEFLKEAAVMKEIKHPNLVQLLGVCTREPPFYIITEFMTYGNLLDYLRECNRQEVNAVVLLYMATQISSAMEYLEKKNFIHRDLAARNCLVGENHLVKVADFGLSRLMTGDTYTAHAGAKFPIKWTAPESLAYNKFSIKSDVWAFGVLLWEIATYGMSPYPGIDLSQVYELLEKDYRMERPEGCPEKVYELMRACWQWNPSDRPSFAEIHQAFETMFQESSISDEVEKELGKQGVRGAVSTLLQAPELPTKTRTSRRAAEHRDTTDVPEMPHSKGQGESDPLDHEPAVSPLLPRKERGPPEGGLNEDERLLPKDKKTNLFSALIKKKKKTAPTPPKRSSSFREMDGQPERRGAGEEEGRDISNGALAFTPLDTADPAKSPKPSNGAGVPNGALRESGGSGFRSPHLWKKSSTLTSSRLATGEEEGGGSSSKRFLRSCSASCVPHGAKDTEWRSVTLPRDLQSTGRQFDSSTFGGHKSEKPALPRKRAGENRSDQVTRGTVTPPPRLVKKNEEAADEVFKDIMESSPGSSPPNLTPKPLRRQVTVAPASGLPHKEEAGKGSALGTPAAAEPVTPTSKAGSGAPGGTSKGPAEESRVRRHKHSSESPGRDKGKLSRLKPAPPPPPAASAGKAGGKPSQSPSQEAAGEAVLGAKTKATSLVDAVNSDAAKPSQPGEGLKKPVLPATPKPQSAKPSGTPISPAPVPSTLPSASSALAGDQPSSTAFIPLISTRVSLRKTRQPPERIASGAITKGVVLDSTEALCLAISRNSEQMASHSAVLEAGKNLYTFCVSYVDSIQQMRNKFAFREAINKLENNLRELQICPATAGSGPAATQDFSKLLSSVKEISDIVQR
Target sequence (Q13671 whole entry, looked up): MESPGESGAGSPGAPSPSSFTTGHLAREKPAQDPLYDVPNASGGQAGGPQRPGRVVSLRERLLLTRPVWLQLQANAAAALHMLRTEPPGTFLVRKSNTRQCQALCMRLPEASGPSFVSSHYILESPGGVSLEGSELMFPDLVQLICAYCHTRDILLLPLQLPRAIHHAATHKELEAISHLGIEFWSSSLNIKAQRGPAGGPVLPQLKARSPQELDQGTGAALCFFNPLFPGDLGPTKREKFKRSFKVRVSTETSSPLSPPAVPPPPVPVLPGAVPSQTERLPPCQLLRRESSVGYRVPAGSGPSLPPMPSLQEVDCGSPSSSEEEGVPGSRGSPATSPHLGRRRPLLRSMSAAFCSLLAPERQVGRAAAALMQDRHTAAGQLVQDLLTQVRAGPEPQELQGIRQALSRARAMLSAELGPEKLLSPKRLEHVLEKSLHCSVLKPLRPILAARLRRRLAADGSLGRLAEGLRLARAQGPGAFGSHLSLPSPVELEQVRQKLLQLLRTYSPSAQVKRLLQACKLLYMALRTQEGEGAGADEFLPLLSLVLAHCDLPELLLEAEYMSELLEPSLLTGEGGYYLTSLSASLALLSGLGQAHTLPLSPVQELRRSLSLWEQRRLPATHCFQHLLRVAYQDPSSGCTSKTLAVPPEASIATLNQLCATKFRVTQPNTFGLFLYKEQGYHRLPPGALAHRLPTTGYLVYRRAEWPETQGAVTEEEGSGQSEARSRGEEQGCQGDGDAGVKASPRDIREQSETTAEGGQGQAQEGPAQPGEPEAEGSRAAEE
E coli Lon inh = inhibitors of E. coli Lon protease, primary screen, biochemical, fluorescence polarization; P0A9M0; purified E. coli Lon protease; inhibition, % at 7.94 µM; 0.42% of 360,000 active; AID 602123, 2011; in the data active = inhibition above about 13%, passing the limit was not always enough;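 note: 0% = enzyme with probe and DMSO and 100% = no enzyme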
FAS-TE inh = FAS thioesterase domain inhibitors, primary screen, biochemical, fluorescence intensity, uHTS; Fatty acid synthase (Homo sapiens), P49327; recombinant FAS-TE, OMFH fluorogenic substrate, fluorescence endpoint; inhibition, % at 15 µM; 0.67% of 360,000 active;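 active = compounds whose normalised, plate-corrected inhibition of enzyme fluorescence in the single-dose primary screen is 50% or more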;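 note: 0% = DMSO with enzyme and 100% = substrate without enzyme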
Neddyl block = inhibitors of cullin neddylation, primary screen, biochemical, TR-FRET, uHTS, NAE and Ubc12; AID 651699, 2012; calls only at 25 µM; NEDD8-conjugating enzyme Ubc12 (Homo sapiens) + NEDD8-activating enzyme E1 regulatory …; 0.58% of 360,000 active; in the data active = inhibition above about 36%
MsrA inhibitor = bovine MsrA enzyme inhibitors, primary screen, biochemical, absorbance, HTS; Methionine sulfoxide reductase A (Bos taurus); purified bovine MsrA, absorbance read-out; inhibition, % at 15.5 µM; 0.75% of 360,000 active; in the data active = inhibition above about 4.5%;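 note: 0% = vehicle wells with enzyme and 100% = reference inhibitor wells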
SKN-1 inh = suppressors of acrylamide-induced Pgst-4::GFP reporter in worms, primary screen, SKN-1 inhibitor project, whole organism, uHTS, GFP/RFP fluorescence ratio, strain VP596. C. elegans VP596 Pgst-4::GFP/RFP ratio, 24 h. inhibition, % at 21.8 µM. 0.49% of 360,000 active;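 active = interference check ratio from 0.5 to 1.5 plus GFP to RFP signal ratio inhibition reaching or exceeding a fixed threshold, cut at about 30% in these data, passing the limit was not always enough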; note: some compounds called inactive have numbers as strong as hits
An asterisk follows results filed as active; i = inactive; · = no result given.

compound	E coli Lon inh	SKN-1 inh	MT1-MMP act inh	Neddyl block	CendR NRP1 mod	MsrA inhibitor	MsrA act	Rin1-Abl PPI inh	FAS-TE inh
Cc1ccc(C2=CSC3=NS(=O)(=O)CCN23)cc1C	5	0	4	i	14	0.0	-2	2	-5
O=C(CNC(=O)C1CCCCC1)NC1CCCCC1	7	17	1	i	7	-1.1	-1	-1	-3
Cc1cccn2cc(CCNS(=O)(=O)c3ccc4c(c3)OCCO4)nc12	4	-2	2	i	0	0.1	-1	-4	-2
Cc1ccc(C(CC(=O)c2ccc(Cl)cc2)C(=O)O)cc1 (configuration not stated)	-4	-8	3	i	-7	-0.7	-2	2	-3
COc1cc(NC(=O)COC(=O)/C=C/c2ccc(OC)c(OC)c2)cc(OC)c1	3	-1	9	i	2	1.6	1	-10	11
CC(=O)c1c(C(C)=O)c(C)n(C2CCCCC2)c1C	2	-13	-2	i	-3	-0.2	-5	1	-5
COc1ccc2sc(N(CCCN(C)C)C(=O)c3nc4ccccc4s3)nc2c1	-2	-12	3	i	0	-1.3	-4	-3	1
N#Cc1ccc(OCC(=O)NCCCN2CCCC2=O)cc1	1	6	0	i	6	-0.3	-1	-1	-4
CSc1ccccc1C(=O)NC1CCSc2ccccc21 (configuration not stated)	3	-13	-7	i	12	-0.4	-11	-1	0
CC1(c2ccccc2)NC(=O)N(CCOc2ccccc2)C1=O (configuration not stated)	3	-18	-4	i	4	1.3	-3	0	-3
Nc1cccc2c(O)cc(S(=O)(=O)O)cc12	65*	28	·	i	1	·	-12	7	0
Cc1ccc(C(C[N+](=O)[O-])n2nc(C)cc2C)cc1 (configuration not stated)	-5	1	1	i	-6	0.8	-1	2	-1
COc1cccc(-c2c(NC(=O)c3ccco3)oc3ccccc3c2=O)c1	5	4	0	i	-1	2.8	-3	-1	2
CCOC(=O)CS(=O)(=O)c1nc(-c2ccc(F)cc2)cc(C(F)(F)F)n1	-7	-6	-8	i	2	·	-6	3	28
COc1ccccc1C(=O)NCCC(=O)Nc1ccc(S(=O)(=O)N2CCCC(C)C2)cc1 (configuration not stated)	-5	-14	1	i	-3	-0.5	-4	3	6
COc1ccc(CN(C)C(=O)C(CCSC)NS(=O)(=O)c2ccc3c(c2)OCCO3)c(OC)c1OC (configuration not stated)	-2	-2	0	i	-8	0.1	-3	1	-2
CCOC(=O)C1CCN(CC(=O)Nc2cc(S(=O)(=O)N3CCOCC3)ccc2C)CC1	8	-16	4	i	1	-0.9	-10	5	0
Cc1ccc(NC(=O)/C(Cl)=C/c2ccccc2)cc1C	-5	1	1	i	6	0.2	-3	-5	21
O=C(O)COc1ccccc1/C=N/NC(=O)CSc1nnc(SCc2cccc3ccccc23)s1	-7	-14	7	i	-40	0.3	-4	-3	0
CCOC(=O)c1c(NC(=O)C2CCCO2)sc2c1CCC2 (configuration not stated)	1	-6	-21	i	4	0.5	-2	-2	12
Cc1ccc(S(=O)(=O)NCc2ccccc2)cc1C(=O)N(C)Cc1ccc(F)cc1	-5	12	2	i	6	0.4	-7	4	10
Cc1cccc2nc(CSc3nc4[nH]ncc4c(=O)n3-c3cccc(Cl)c3)cc(=O)n12	5	0	-16	i	-2	2.6	-5	2	-23
O=C(O)[C@H](CSCc1ccccc1)NS(=O)(=O)c1ccc(F)cc1	-6	0	1	i	2	0.4	-2	0	-10
O=C(CCN1C(=O)c2ccccc2C1=O)NCCC1=CCCCC1	-10	12	0	i	11	-0.5	0	6	-5
CCCn1c(C)nnc1SCC(=O)NC1CCCCC1	-11	4	0	i	20	0.7	-3	1	-4
O=C(O)C(Nc1nc(C(F)(F)F)nc2ccccc12)c1ccccc1 (configuration not stated)	1	5	-2	i	-2	0.8	-2	2	-1
CN(C)c1ccc(CNCC2CCCO2)cc1 (configuration not stated)	16	10	3	i	-3	0.6	-4	0	-6
O=C(NCCCNC(=O)c1cnccn1)c1cccc(F)c1	-1	2	0	i	4	-1.1	-5	1	-6
CC(=O)Nc1ccc(NC(=O)CSc2ncnc3c2cnn3Cc2ccccc2)cc1	-11	4	3	i	0	-1.5	-5	3	-8
CCCCN1C(=O)c2ccc(C(=O)NCc3ccco3)cc2C1=O	-11	10	-2	i	8	0.1	-3	-4	-2

3 structures out of the list, ordered by SMILES length, low to high:
compound	E coli Lon inh	SKN-1 inh	MT1-MMP act inh	Neddyl block	CendR NRP1 mod	MsrA inhibitor	MsrA act	Rin1-Abl PPI inh	FAS-TE inh
CN(C)c1ccc(CNCC2CCCO2)cc1 (configuration not stated)	16	10	3	i	-3	0.6	-4	0	-6
CC(=O)Nc1ccc(NC(=O)CSc2ncnc3c2cnn3Cc2ccccc2)cc1	-11	4	3	i	0	-1.5	-5	3	-8
COc1ccc(CN(C)C(=O)C(CCSC)NS(=O)(=O)c2ccc3c(c2)OCCO3)c(OC)c1OC (configuration not stated)	-2	-2	0	i	-8	0.1	-3	1	-2

The list goes on.
compound	E coli Lon inh	SKN-1 inh	MT1-MMP act inh	Neddyl block	CendR NRP1 mod	MsrA inhibitor	MsrA act	Rin1-Abl PPI inh	FAS-TE inh
O=C(c1ccccc1Cl)N(C(=O)c1ccccc1Cl)c1nccc(-c2cccs2)n1	0	8	7	i	3	0.0	-1	1	24
Cc1nc2ccccn2c1C(=O)OCC#N	-3	0	-4	i	6	0.3	-6	4	-11
Cc1ccc(Cl)c(NC(=O)COC(=O)c2nn(C)c(=O)c3ccccc23)c1Cl	8	0	-1	i	-8	-1.1	-3	1	-8
C=CCNC(=O)C1CCN(c2c([N+](=O)[O-])cc(C(F)(F)F)cc2[N+](=O)[O-])CC1	8	-3	4	i	-3	-0.2	-9	-3	-8
NS(=O)(=O)c1cccc(NC(=O)CSc2nnc(-c3ccccc3)o2)c1	-3	9	-4	i	-12	1.5	-9	2	-3
CC(=O)NNC(=S)Nc1cc(S(=O)(=O)N(C)C)ccc1C	16	0	-4	i	6	-0.8	-2	-4	-10
Cc1ccc(NC(=O)COc2ccccc2C(N)=O)cc1S(=O)(=O)N1CCCCCC1	22*	19	5	i	-4	0.6	-2	0	27
COc1ccc2c(c1)oc1c(SCc3nc4ccccc4[nH]3)nc(C)nc12	-16	0	-2	i	-10	-0.2	0	-46	2
Cc1ccc(NCCc2ccc(C)nc2)cc1	-13	-2	5	i	20*	-0.1	0	-2	-4
CC[C@@]1(C(=O)OC)N[C@H](CN(C)C(=O)C2CCCCC2)[C@@H]2C(=O)N(C)C(=O)[C@@H]21	1	-12	1	i	-1	-1.5	-1	-1	-9
Cc1ccc(-n2nnc3c(=O)n(CC(=O)OCc4ccccc4)cnc32)cc1	6	-8	6	i	-11	0.1	-12	1	-9
COc1ccccc1NC(=O)C1CCCN1S(=O)(=O)c1ccc(Cl)cc1 (configuration not stated)	2	-18	2	i	2	-0.9	-9	2	4
COc1ccc(OC)c(-c2cc(C(=O)Nc3cccc(Cl)c3)no2)c1	-10	7	3	·	-19	1.1	2	2	33
COc1ccc(/C=N/n2cnc3scc(-c4cccs4)c3c2=O)cc1OC	1	14	-7	i	-6	0.8	-2	-2	-3
CCOC(=O)c1c(C)[nH]c(C(=O)CN2C(=O)NC(C)(c3ccc4ccccc4c3)C2=O)c1C (configuration not stated)	-6	16	-7	i	-7	2.0	5	-1	20
CN(C)c1ccc(/C=N/NC(=O)C2COc3ccccc3O2)o1 (configuration not stated)	-8	8	-1	i	-12	2.1	-1	-2	-9
Cc1ccc(S(=O)(=O)N2CCc3cc4c(cc3C2C)OCCCO4)cc1 (configuration not stated)	18*	8	3	i	12	0.7	0	4	23
NC(=O)c1ccc(NC(=O)COC(=O)CCN2C(=O)c3ccccc3C2=O)cc1	-4	-3	-3	i	0	-0.6	-2	2	-7
CCCCOP(=O)(c1ccc(N(C)C)cc1)C(O)c1ccncc1 (configuration not stated)	-6	-22	3	i	6	1.1	-2	1	0
CCC(=O)NC1=C(NC(C)c2ccccc2)C(=O)c2ccccc2C1=O (configuration not stated)	-2	1	1	i	6	-0.1	11*	-10	-6
O=C(COc1cc(O)c2c(=O)c3ccccc3oc2c1)OCc1ccccc1	11	3	·	i	1	2.9	-1	-4	-6
COc1ccc(-c2nn(-c3ccccc3)cc2C(=O)O)cc1OC	-4	3	0	·	7	1.8	-3	2	-9
COC(=O)C1CCN(C(=O)C2CCN(C(=O)[C@@H](NS(=O)(=O)c3ccc(C)cc3)C(C)C)CC2)CC1	6	11	-1	i	-4	-0.7	-1	0	2
Cc1cc(-c2n[nH]c(=S)n2Cc2ccco2)nn1C	-5	-3	4	i	-4	2.2	3	-1	-8
CC1Oc2ccccc2OC1C(=O)Nc1ccccn1 (configuration not stated)	-6	-9	-8	i	2	2.1	-3	0	-2
O=C1NC[C@@H](Cc2ccc(O)cc2)N(CC2CCCCC2)C1=O	-8	-13	2	i	2	-0.8	-1	0	-10
Cc1oc(-c2ccccc2)cc1C(=O)NC1CCN(Cc2ccccc2)CC1	2	6	1	i	-1	-0.2	-1	-4	-4
CCN1C(Nc2ccccc2)=NC[C@@H]1Cc1ccccc1	-1	-7	3	i	-2	-1.1	-2	-1	-6
CCN(CC)CCNc1nc2c(c(=O)[nH]c(=O)n2C)n1CC(O)COc1ccc(Cl)cc1Cl (configuration not stated)	0	6	0	i	4	-1.0	1	1	-4
O=C1NCC(c2ccccc2)C1C(=O)N/N=C/c1ccc(Cl)s1 (configuration not stated)	-4	5	-4	i	15	3.2	-2	1	7
O=C(CCCn1c(=O)[nH]c2ccsc2c1=O)NCc1cccs1	-11	-12	-2	i	-6	0.3	-4	8	0
CCCCOC(=O)CCc1c(C)n[nH]c1C	-1	17	-3	i	12	-1.7	-1	2	-2
Cn1c(CNC(=O)c2ccccc2F)nnc1SCC(=O)c1ccccc1	1	-15	0	i	27*	-1.0	-1	1	-3
CC1=NC(=O)C(N=Nc2cccc(C(=O)O)c2)N1c1ccccc1 (configuration not stated)	-3	1	3	i	-9	0.8	-7	-3	-4
Nc1cc(=O)[nH]n1C1CCCC1	-9	4	-1	i	20	0.6	-5	2	-2
COc1cc(C2CC(=O)Oc3c2c(=O)n(C)c2ccccc32)cc(OC)c1OC (configuration not stated)	-2	4	-3	i	-7	1.2	-2	-1	-6
CCCCc1c(O)nc2ccccn2c1=O	-6	7	-6	i	5	2.0	-5	0	-13
CC(NCCCOc1cccc2ccccc12)c1ccccc1 (configuration not stated)	-1	-10	-6	i	-1	-1.1	-1	-2	8
CC1CCCCN1CCNC(=O)c1ccc2c(c1)N(Cc1cccc(Cl)c1)C(=O)c1ccccc1S2(=O)=O (configuration not stated)	-11	8	0	i	8	1.8	1	-2	5
O=C(Nc1ccccc1N1CCOCC1)C1CCN(S(=O)(=O)c2ccc(F)cc2)CC1	10	-5	6	i	22	0.2	-12	5	0
CC1CCN(S(=O)(=O)c2cn(CC(=O)Nc3ccc(C#N)cc3)cn2)CC1	3	-23	-4	i	0	-0.8	-5	-1	1
O=C(OCC(=O)N1CCC(c2ccccc2)=N1)c1ccc(Cl)s1	2	-2	5	i	15	-0.1	-6	-4	24
